Bioassay records deposited in PubChem BioAssay by Southern Research Specialized Biocontainment Screening Center.
H1N1 NS1A inhibition: NS1A inhibition, H1N1 influenza, cell based functional assay (AID 504329) | NS1A functional cell-based assay, percent inhibition; higher % means a stronger effect | inhibition, % at 12.5 µM, or IC50 in µM where a hit was titrated | hit rate 0.3% among 340,000; in the data active = a potency from the dose series; inconclusive = inhibition above about 27% without an active follow-up result; also: strong numbers were not always called active
inhibitors of VEEV: inhibitors of VEEV TC-83 cytopathic effect, confirmation, Vero cells (AID 588727); hit rate 0.13% among 350,000; Vero cells, VEEV TC-83 cytopathic effect inhibition; higher % means a stronger effect; inhibition, % at 20 µM, or IC50 in µM where a hit was titrated; in the data active = a potency from the dose series; inconclusive = inhibition mostly from about 14% at the one dose, without a potency; inactive = the rest, 99 in 100 with inhibition below about 12%; also: strong numbers were not always called active
Salmonella PhoP GFP: PhoP regulon inhibitors, Salmonella typhi PhoP promoter GFP reporter, confirmatory (AID 1850) | Salmonella Typhi PhoP-promoter GFP reporter, fluorescence, 4 h; higher % means a stronger effect | inhibition, % at 50 µM, or IC50 in µM where a hit was titrated | hit rate 0.33% among 310,000; in the data active = a potency from the dose series; inconclusive = inhibition mostly from about 25% at the one dose, without a potency; inactive = the rest, 99 in 100 with inhibition below about 19%;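 also: 0% = induced wells with vehicle and 100% = uninduced wells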
M. tuberculosis HTS: M. tuberculosis growth inhibition, HTS (AID 449762); M. tuberculosis H37Rv growth inhibition, 7H9 media; higher % means a stronger effect; inhibition, % at 25 µM, or IC50 in µM where a hit was titrated; hit rate 0.59% among 330,000; in the data active = a potency from the dose series; inconclusive = inhibition above about 70% without an active follow-up result;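 also: bacterial growth assessed after seven days of incubation; strong numbers were not always called active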
tuberculosis growth: growth inhibition of non-replicating M. tuberculosis (AID 488890); inhibition, % at 25 µM, or IC50 in µM where a hit was titrated; hit rate 0.39% among 320,000; Mycobacterium tuberculosis non-replicating, growth inhibition; higher % means a stronger effect; in the data active = a potency from the dose series; inconclusive = inhibition mostly from about 82% at the one dose, without a potency; inactive = the rest, 99 in 100 with inhibition below about 76%;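 also: plate controls were DMSO cells for no effect and high antibiotic wells for full effect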
inhibitors of VEEV 10K pilot screen: also measured in inhibitors of VEEV; calls as there; inhibition, %; measured here: 10K pilot screen inhibition
Starred values were filed as active, the others as inactive; i = inactive; ? = inconclusive; . = not tested or not shown.

SMILES | H1N1 NS1A inhibition | inhibitors of VEEV | Salmonella PhoP GFP | M. tuberculosis HTS | tuberculosis growth | others
COC(=O)c1nnn(-c2ccsc2C(=O)OC)c1C(=O)OC | -11% | 0.5% | -28% | 4% | -6%
O=S(=O)(c1ccc(-c2ccno2)s1)N1CCCCC1 | -2% | 4.0% | -10% | -29% | 4%
CCC(C)NC(=O)CCC(=O)Nc1ccc2nc(N3CCOCC3)cc(C)c2c1 (stereo unspecified) | 2% | 3.5% | -1% | -4% | 6%
O=C(CCCOc1ccc(Cl)cc1Cl)NCCCn1ccnc1 | -7% | i | -5% | 9% | 47%
CC1c2[nH]c3ccccc3c2C[C@H]2C(=O)N(CCCO)CC(=O)N12 (stereo partly specified) | -8% | i | -6% | 0% | -2%
Cc1cc(C)nc(SCC(=O)OCC(=O)N(C)c2c(N)n(Cc3ccccc3)c(=O)[nH]c2=O)n1 | 3% | 2.7% | -1% | 0% | -14%
O=c1cc(CN2CCN(S(=O)(=O)c3ccccc3)CC2)nc2ccc(Cl)cn12 | -5% | 0.7% | . | -1% | 7%
Cn1c(NCCc2ccccc2)cc(=O)n(C)c1=O | 1% | 1.8% | -8% | -8% | 1%
CC(=O)Nc1c2c(nn1-c1cccc(Cl)c1)CS(=O)(=O)C2 | -1% | i | 7% | 11% | 8%
O=C(CSc1ncccn1)NCCc1ccccc1 | -2% | 6.2% | -1% | 4% | -6%
CCCc1cc(N2CCCC(C(=O)Nc3ccc(OC)cc3OC)C2)n2ncnc2n1 (stereo unspecified) | 19% | 1.3% | -4% | -8% | -7%
Cc1cc(=O)n(-c2ccc3ccccc3n2)[nH]1 | -32% | i | 3% | 3% | 2%

Pulled one by one from the list above:
SMILES | H1N1 NS1A inhibition | inhibitors of VEEV | Salmonella PhoP GFP | M. tuberculosis HTS | tuberculosis growth | others
CCCc1cc(N2CCCC(C(=O)Nc3ccc(OC)cc3OC)C2)n2ncnc2n1 (stereo unspecified) | 19% | 1.3% | -4% | -8% | -7%
Cn1c(NCCc2ccccc2)cc(=O)n(C)c1=O | 1% | 1.8% | -8% | -8% | 1%
Cc1cc(=O)n(-c2ccc3ccccc3n2)[nH]1 | -32% | i | 3% | 3% | 2%

Later entries
SMILES | H1N1 NS1A inhibition | inhibitors of VEEV | Salmonella PhoP GFP | M. tuberculosis HTS | tuberculosis growth | others
Cc1cc(C)c2nc(SCC(=O)Nc3cc(C)on3)c(C)cc2c1 | -2% | i | -23% | 6% | -10%
COc1ccc(C(=O)NNC(=O)c2ccc3ccccc3n2)cc1 | 6% | 5.1% | . | 5% | ?
O=C(NCc1cccs1)[C@@H]1CSC2c3ccccc3C(=O)N21 (stereo partly specified) | -3% | 2.7% | -2% | -4% | -20%
O=C(COc1ccccc1)N1N=C(c2cccnc2)CC1(O)C(F)(F)F (stereo unspecified) | -9% | 1.6% | -8% | 2% | 14%
CC1CCCC(C)N1C(=O)c1cc(-c2ccc(Cl)c(Cl)c2)on1 (stereo unspecified) | 16% | 0.1% | 1% | ? | ?
CNC(=S)NNC(=O)c1noc(C)c1C(=O)N1CCN(C(c2ccccc2)c2ccccc2)CC1 | -2% | 3.0% | 8% | -2% | -4%
COc1cc(/C=C/C(=O)OC(C)C(=O)Nc2c(C)n(C)n(-c3ccccc3)c2=O)ccc1OCC#N (stereo unspecified) | 5% | 4.8% | 1% | -12% | -3%
CCOc1ccc(C(=O)Nc2ccccc2C#N)cc1[N+](=O)[O-] | -3% | 0.3% | -9% | 4% | -2%
O=C(Nc1ccccc1C(=O)N1CCOCC1)c1ccc(Br)cc1 | -4% | 2.5% | -5% | -13% | -3%
COc1ccc(C2/C(=C(/O)c3ccc(OC(C)C)cc3)C(=O)C(=O)N2CCCN2CCOCC2)cc1 (stereo unspecified) | -1% | 3.3% | -11% | 2% | 3%
Cc1ccc(F)cc1NC(=O)N1CCCN(C(=O)OC(C)(C)C)CC1 | 9% | 2.6% | -3% | 5% | .
CCN1CCN(Cc2c(C)[nH]c3ccc(C(=O)OC)cc3c2=O)CC1 | 7% | i | -8% | -9% | -22%
CCOCCCNC(=O)C(c1ccccc1)N(Cc1ccc2c(c1)OCO2)C(=O)CNC(C)=O (stereo unspecified) | 12% | 1.7% | 8% | -9% | -8%
CCc1ccccc1NC(=O)c1onc(C)c1Cl | 23% | 0.6% | 26% | 7% | .
CCN(CC)C(=O)Cn1ncc2c1-c1ccccc1OC2 | -13% | i | 1% | -9% | -16% | inhibitors of VEEV 10K pilot screen=1.2
C[C@@H]1C=C(C(=O)NCc2nc3ccccc3[nH]2)O[C@H](OCc2ccc(CO)cc2)C1 | 4% | i | -3% | -1% | 27%
Cc1ccc(O)c(CO)n1 | 14% | 1.4% | -20% | 2% | .
CN(C)c1ccc(/C=N\NC(=O)c2csnn2)cc1 | -14% | i | 16% | -1% | -3%
CSc1nc(=O)n(-c2ccccc2)c(C)c1C(C)=O | -6% | i | -2% | -17% | -6%
O=C(c1ccco1)N1CCN(C(=O)c2cc3c(=O)oc4ccccc4c3s2)CC1 | 5% | 0.4% | -3% | -2% | -12%
CC12CCC(C(=O)Nc3ccc(SC(F)F)cc3)(CC1=O)C2(C)C (stereo unspecified) | -1% | 0.1% | -8% | ? | 33%
O=C(COC(=O)C12CC3CC(CC(C3)C1)C2)Nc1ccc([N+](=O)[O-])cc1Br | -4% | 0.1% | -10% | -24% | 13%
CN(CC1CCCN(CCc2cccc(C(F)(F)F)c2)C1)C(=O)c1ccc2nc[nH]c2c1 (stereo unspecified) | 2% | i | 4% | -4% | 13%
COC(=O)C1=C(C)n2nnnc2NC1c1cc2ccccc2o1 (stereo unspecified) | -4% | 2.6% | -5% | -1% | 4%
COc1ccc(CCNCc2ccc(OCC(=O)N3CCCCC3)c(OC)c2)cc1OC | -4% | 0.1% | 4% | 1% | -14%
Fc1cccc2ncnc(OCc3ccccc3)c12 | -14% | i | -9% | 4% | 1%
COc1cccc(/C=C2\SC(=O)N(CC(=O)NCCCn3ccnc3)C2=O)c1 | 14% | 0.7% | -28% | -1% | 3%
CC(=O)NNS(=O)(=O)c1ccc(-c2cc(C(F)(F)F)n(C)n2)s1 | -20% | 2.2% | 11% | -3% | -8%
Nc1ccc(-c2nc3cc(N)ccc3s2)cc1 | -2% | 7.8% | 22% | -3% | 14%
O=C1/C(=N/n2cnnc2)c2ccccc2N1Cc1ccccc1 | . | . | 4% | 0% | -8%
COc1ccc(-c2nn(-c3ccccc3)cc2/C=N/NC(=S)NC(C)C)cc1OC | -5% | 9.1% | 2% | 2% | -8%
COC(=O)c1ccc(OC(=O)C23CCC(C)(C(=O)O2)C3(C)C)cc1 (stereo unspecified) | -12% | 0.8% | -1% | 0% | 35%
O=C(c1ccc2c(c1)OCO2)N1CCC2(CC1)Oc1ccc(Cl)cc1C(=O)C21CC(c2cccnc2)=NO1 (stereo unspecified) | 7% | 4.5% | -16% | ? | 31% | inhibitors of VEEV 10K pilot screen=1.8
O=C(O)CCNc1cc(N2CCN(C(=O)c3ccco3)CC2)c2noc3c2c1C(=O)c1ccccc1-3 | 27µM* | 3.1% | -66% | 18% | 20%
Fc1ccc(N/N=C/c2cccnc2)c(F)c1 | -1% | 1.6% | 0% | ? | 69%
COc1ccccc1CNC(=O)CNC(=O)c1cn(-c2ccccc2OC)c(=O)c2ccccc12 | 4% | 2.5% | 16% | -5% | 6%

Arranged by heavy-atom count (falling): part of the list above
SMILES | H1N1 NS1A inhibition | inhibitors of VEEV | Salmonella PhoP GFP | M. tuberculosis HTS | tuberculosis growth | others
O=C(c1ccc2c(c1)OCO2)N1CCC2(CC1)Oc1ccc(Cl)cc1C(=O)C21CC(c2cccnc2)=NO1 (stereo unspecified) | 7% | 4.5% | -16% | ? | 31% | inhibitors of VEEV 10K pilot screen=1.8
COc1ccccc1CNC(=O)CNC(=O)c1cn(-c2ccccc2OC)c(=O)c2ccccc12 | 4% | 2.5% | 16% | -5% | 6%
COc1ccc(-c2nn(-c3ccccc3)cc2/C=N/NC(=S)NC(C)C)cc1OC | -5% | 9.1% | 2% | 2% | -8%
COC(=O)c1ccc(OC(=O)C23CCC(C)(C(=O)O2)C3(C)C)cc1 (stereo unspecified) | -12% | 0.8% | -1% | 0% | 35%
O=C1/C(=N/n2cnnc2)c2ccccc2N1Cc1ccccc1 | . | . | 4% | 0% | -8%
Fc1ccc(N/N=C/c2cccnc2)c(F)c1 | -1% | 1.6% | 0% | ? | 69%

Additional entries.
SMILES | H1N1 NS1A inhibition | inhibitors of VEEV | Salmonella PhoP GFP | M. tuberculosis HTS | tuberculosis growth | others
O=C(C(=O)N1CCCc2ccccc21)N1CCCc2ccccc21 | -6% | 0.7% | -6% | -3% | 30%
CC(=O)NNc1cc(=O)c2c(=O)n(C)c(=O)n(C)c2[nH]1 | -3% | i | -7% | 3% | 7% | inhibitors of VEEV 10K pilot screen=0.3
Cc1cc(Br)cc2c(C(=O)Nc3c(C)n(C)n(-c4ccccc4)c3=O)cc(-c3cccs3)nc12 | -10% | 4.5% | -11% | -9% | -2%
COc1ccccc1NC(=O)CSc1nnnn1-c1ccccc1OC | 0% | 1.1% | 1% | -1% | 10%
CC1CCN(C(=O)c2scc3c2OCCO3)CC1 | 4% | 1.6% | 1% | 3% | 10%
Cc1ccn2cc(CSc3ccccc3)nc2c1 | -3% | 0.4% | 6% | -7% | 33%
CCN1CCc2c(sc(NC(=O)Cc3ccccc3)c2C(N)=O)C1 | 3% | i | -4% | 2% | 0%
COc1cccc(N(C(=O)C2COc3ccccc3O2)C(C(=O)NC2CCCCC2)c2ccc(O)cc2)c1 (stereo unspecified) | . | . | -4% | 5% | 8%
O=C(NC(=Nc1nc2ccccc2o1)NC(=O)c1ccccc1)c1ccccc1 | 1% | 0.4% | -6% | 4% | -1%
COc1ccc(/C=C2\SC(=S)N(CC(=O)NNC(=O)c3ccncc3)C2=O)cc1 | . | i | -11% | -8% | 2%
CC(C)N(C(=O)[C@H]1C[C@H](CC(=O)NCC23CC4CC(CC(C4)C2)C3)C(=O)N2CCc3c([nH]c4ccc(Cl)cc34)[C@]12C)C(C)C | -15% | 7.5% | . | . | .
CCc1ccc2nc(NC(=O)CSCc3c(C)noc3C)sc2c1 | 3% | 6.3% | -2% | 6% | 30%
CCC(C)n1c(-c2cc(OC)c(OC)c(OC)c2)nc2nc3ccccc3nc21 (stereo unspecified) | . | . | 11% | -22% | 62%
CCC(=O)c1cn(CCOc2ccccc2OC)c2ccccc12 | 0% | i | -1% | 6% | 45%
COc1ccc(NC2CCCN(C(=O)c3cccc(N4CCNC4=O)c3)C2)cc1 (stereo unspecified) | -6% | 0.8% | -7% | -2% | -1%
N#Cc1cc(-c2ccccc2)cnc1Sc1ccccc1 | -3% | i | 8% | . | .
CC1CCc2c(sc(NC(=O)COC(=O)c3ccc(NC(=O)CC#N)cc3)c2C#N)C1 (stereo unspecified) | -2% | 1.1% | -6% | 6% | 15%
Cc1ccc(NC(=O)CS(=O)CC(=O)NCCCc2ccccc2)cc1Cl (stereo unspecified) | -4% | 0.9% | 5% | 55% | 25%
CCCC(=O)NC(=S)Nc1ccc(C(C)=O)cc1 | -1% | 1.2% | -6% | -3% | 12%
CCOc1ccccc1OCCCC(=O)Nc1ccc(S(=O)(=O)Nc2cc(C)nc(C)n2)cc1 | -9% | 0.7% | . | . | .
Cc1cccc2sc(N3CCN(C(=O)c4cccs4)CC3)nc12 | 1% | 1.6% | -3% | 5% | 16%
CC(/C=C/c1ccco1)=N\NC(=O)c1cccc(Cl)c1 | 1% | 0.4% | 12% | ? | 4.9µM*
CCn1c(NN=O)nc2ccccc21 | 3% | ? | 4% | 2% | 52%
OCCC1CN(Cc2cn[nH]c2C2CCCCC2)CCN1Cc1ccccc1 (stereo unspecified) | -2% | 0.7% | 13% | -4% | 10%
COc1ccccc1C(=O)NC(CCSC)C(=O)OCC(=O)N1CCN(S(=O)(=O)c2ccc(C)cc2)CC1 (stereo unspecified) | -3% | 1.5% | . | . | .
CCNC(=O)Nc1cc(OC)c(OC)cc1C(=O)O | 11% | i | 0% | 2% | 0%
CCCn1c(NC(=O)CSCC(=O)Nc2cc(C)on2)nc2ccccc21 | 1% | 1.7% | -4% | 50% | 70%
O=Cc1ccc(O)cc1O | -3% | 0.3% | 39% | 4% | -10%
CC1(C)Cc2noc(N)c2C(C)(C)N1O | -30% | 0.1% | 7% | -12% | 19%
CCCOc1c(Br)cc(C(N)=O)cc1OCC | 0% | 0.4% | 7% | 0% | 27% | inhibitors of VEEV 10K pilot screen=1.7
O=C(CC(Cc1ccccc1)C(=O)O)Nc1ccccc1 (stereo unspecified) | -16% | 1.8% | -1% | 2% | 1%
O=C(Cn1c(=O)cnc2ccccc21)N1CCN(S(=O)(=O)c2ccc(F)cc2)CC1 | -9% | 0.2% | 2% | -3% | -7%
